Screening results deposited in PubChem BioAssay by several laboratories.
IL1B NFkB inh: blocks IL-1B driven NFkB nuclear translocation in HUVEC cells | HUVEC IL-1B NFkB p65 nuclear translocation imaging | inhibition, % at 2 µM | 94,000 compounds, 0.43% hits | AID 796;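 active = inhibition above about 30% together with a positive call from visual inspection of the well image, limit read from the data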;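 note: nuclear over cytoplasmic p65 intensity ratio measured by imaging; 0% = IL-1B stimulated DMSO wells and 100% = unstimulated DMSO wells; values of inactives mirror those of a sister screen read the other way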
Bcl-B displacement: displacers of TR3 peptide from Bcl-B, primary screen, selectivity assay for Bfl-1 inhibitor project, biochemical, fluorescence polarization. FP displacement of FITC-TR3 peptide from Bcl-B; higher % means a stronger effect. displacement, % at 20 µM, or IC50 in µM where a hit was titrated. 96,000 compounds, 0.11% hits. AID 748;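 active = displacement above 50% at 20 µM plus a fluorescence interference ratio under 1.5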;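 note: plate controls were wells without compound for no effect and wells lacking Bcl-B protein for full effect; a part of the inactive calls stands beside numbers as strong as those of hits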
NFkB transloc pot: enhances IL-1B driven NFkB nuclear translocation. 94,000 compounds, 0.3% hits. activation, % at 2 µM. HUVEC IL-1B NFkB p65 nuclear translocation imaging;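 active = activation above 40%, about the mean plus 3 SD, also judged a hit on visual image review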;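 note: percent activation is computed from the nuclear over cytoplasmic p65 intensity ratio; values of inactives mirror those of a sister screen read the other way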
MRP resist rev: reverses drug resistance mediated by MRP; H69AR cells + 2 uM doxorubicin, CellTiter-Glo, 72 h; differential viability (reversal), % at 10 µM; 85,000 compounds, 0.04% hits; AID 602;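 active = viability drop by adding the cancer drug above about 55%, with treated viability meeting a 40% cutoff, limit read from the data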;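 note: viability without doxorubicin minus viability with 2 µM doxorubicin for each compound; larger differential means the compound sensitizes cells more to doxorubicin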
PLAP inhibition: inhibition of human placental alkaline phosphatase – biochemical, luminescence, HTS (AID 690). 96,000 compounds, 0.08% hits. one-dose inhibition, % at 20 µM; IC50 in µM for titrated hits. purified PLAP, luminescent substrate; higher % means a stronger effect; in the data active = a potency from the dose series; inactive = the rest, 99 in 100 with inhibition below about 30%; note: strong numbers were not always called active
MRP resist rev cytotoxicity: further read-out of MRP resist rev, marked with its call; viability, %; H69AR cells, CellTiter-Glo, 72 h; measured here: cytotoxicity without doxorubicin
MRP resist rev with doxorubicin: also measured in MRP resist rev; calls as there; viability, %; measured here: viability with 2 uM doxorubicin; stronger effect = lower value
IL1B NFkB inh cell count 2 µM: also measured in IL1B NFkB inh; calls as there; cell count; measured here: cells passing quality filter;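 raw number of nuclei counted in each imaged well without normalization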
NFkB transloc pot cell count 2 µM: further read-out of NFkB transloc pot, marked with its call; cell count; measured here: cells passing quality filter
Numbers without * were called inactive; nt = not tested or not shown. Only part of the results is shown; count on the stated rates, not on these rows.

SMILES	IL1B NFkB inh	IL1B NFkB inh cell count 2 µM	Bcl-B displacement	NFkB transloc pot	NFkB transloc pot cell count 2 µM	MRP resist rev	MRP resist rev cytotoxicity	MRP resist rev with doxorubicin	PLAP inhibition
Cc1cc(C)c(N2CCN(S(=O)(=O)N3CCCCCC3)CC2)c(C)c1	-7.4	123	0.2%	7.4	123	0.0	82.5	82.4	17.3%
CC1=CCC2C(=O)N(c3ccc4ccccc4n3)C(=O)C2C1 (stereo not given)	-4.8	148	3.2%	4.8	148	-6.6	94.0	100.6	-14.7%
N#Cc1cnn(-c2nc3sc4c(c3c(=O)[nH]2)CCCC4)c1N	-3.4	148	-0.9%	3.4	148	nt	nt	nt	-91.7%
Cn1c(=O)[nH]c(=O)c2c1nc(Sc1ncccn1)n2CCCc1ccccc1	0.3	142	3.0%	-0.3	142	-6.0	94.1	100.2	-52.9%
CCCCCn1c(CNC(C)=O)nc2ccccc21	nt	nt	-5.0%	nt	nt	11.0	91.8	80.9	6.3%
CCN(CCCn1c(SCC#N)nc2ccccc2c1=O)c1ccccc1	3.3	61	-26.7%	-3.3	61	43.9	68.0	24.1	7.0%
Cc1ccc(NC2=NC3(CCCCC3)N=C(N)N2)c(C)c1	96.9*	79*	1.7%	-96.9	79	-0.7	97.1	97.8	-115.5%
COc1cc(C2C(C(=O)OC(C)C)=C(C)Nc3[nH]c(=O)[nH]c(=O)c32)ccc1O (stereo not given)	-8.5	139	10.4%	8.5	139	5.1	96.9	91.8	-14.8%
COC(=O)C1=C(C)NC(=S)N(C(C)=O)C1c1ccccc1 (stereo not given)	4.4	104	nt	-4.4	104	7.7	91.4	83.7	nt
COc1ccc(OCC(=O)NNC(=O)c2ccc(-c3ccccc3)cc2)cc1	-21.4	200	6.1%	21.4	200	nt	nt	nt	-52.3%
Cc1cnc(C(=O)OCC(=O)Nc2ccc(Cl)cc2Cl)cn1	-15.0	146	nt	15.0	146	-5.5	96.0	101.5	nt
O=C(CN1CCOCC1)Nc1ccccc1-c1ccccc1	-18.0	138	-2.0%	18.0	138	-0.3	102.7	103.0	11.3%
C=CCc1cccc2cc(C(=O)OCC(=O)c3ccccc3)c(=O)oc12	-10.3	14	-5.3%	10.3	14	7.1	99.9	92.8	17.2%
Cc1nc([N+](=O)[O-])c(Br)n1CC(=O)c1ccc(Br)cc1	nt	nt	10.0%	nt	nt	-1.0	-0.4	0.5	16.3%
Cc1ccc(NC(=O)CSc2nnc(-c3cnccn3)n2Cc2ccco2)cc1	9.3	91	0.8%	-9.3	91	3.0	93.4	90.4	19.2%
CCOC(=O)c1c(NC(C)=O)sc2c(OC(C)=O)cccc12	0.9	152	-7.8%	-2.8	64	1.5	90.1	88.6	10.0%
Cc1ccc(CC(=O)OCCNC(=O)c2cccnc2)cc1	8.1	118	1.8%	-8.0	118	0.7	96.3	95.6	-5.2%
CCC(C)(C)C1CCc2c(sc(NC(=O)c3ccoc3C)c2C(N)=O)C1 (stereo not given)	27.9	177	-3.7%	-27.9	177	-4.5	13.6	18.0	6.4%
CCOC(=O)CNS(=O)(=O)c1ccc(C(=O)O)cc1	-0.7	160	-3.3%	0.7	160	6.4	93.6	87.2	2.9%
COc1cc(NC(=O)N[C@H](C(=O)O)C(C)C)cc(OC)c1	-2.6	92	6.0%	2.6	92	-4.0	98.6	102.6	-5.2%
CCOC(=O)C(=O)Nc1ccccc1C(N)=O	-14.8	214	8.8%	14.8	214	4.2	99.9	95.6	10.1%
COc1ccccc1CNC(=O)CC(C)C	5.6	147	-3.1%	-5.6	147	5.7	101.8	96.1	-29.9%
CCCOc1ccc(N2CC(C(=O)Nc3ncccc3C)CC2=O)cc1 (stereo not given)	-24.6	157	5.8%	24.6	157	16.9	86.1	69.1	-36.7%
Cc1ccc(S(=O)(=O)N2CCN(S(C)(=O)=O)CC2)cc1	-28.0	156	nt	28.0	156	15.6	101.8	86.2	nt
CCN1C(=O)c2cccc3c(NC(=O)c4ccc5c(c4)OCCO5)ccc1c23	nt	nt	0.0%	nt	nt	-11.9	46.1	58.0	-1.1%
Cc1ccc(NC(=O)C2CCCN(S(=O)(=O)c3c(C)noc3C)C2)cc1F (stereo not given)	-20.5	204	-25.8%	20.5	204	-9.4	47.1	56.5	1.6%
CC(C)(C)c1cc(OC(=O)c2ccncc2)ccc1O	-14.1	98	nt	14.1	98	-3.9	77.3	81.2	nt
CC1CCCC(NC(=O)CN2CCN(Cc3ccc(Cl)cc3)C2=O)C1C (stereo not given)	-7.5	56	16.2%	7.5	56	17.5	108.2	90.7	-20.3%
CCOC(=O)N1CCC(NC(=O)c2ccc3c(c2)N(Cc2ccc(F)cc2)CCS3)CC1	-23.9	61	-1.9%	23.9	61	-2.1	23.6	25.8	-21.6%
CC(=O)c1ccc(OC(=O)N(c2ccccc2)c2ccccc2)cc1	-0.6	169	8.0%	0.6	169	3.1	109.0	105.8	-11.2%
CCn1c(SCC(=O)N2CCCc3ccccc32)nc2cccnc21	-7.5	133	-5.6%	7.5	133	nt	nt	nt	6.5%
Cc1sc2ncnc(NCC3(N4CCOCC4)CCCCC3)c2c1C	5.1	155	-15.2%	-5.1	155	-2.5	58.5	60.9	-53.5%
Cn1c(CN2CCCCC2)nc2cc(NC(=O)c3cccc(Br)c3)ccc21	2.5	162	-9.5%	-2.5	162	-11.4	59.0	70.4	-43.0%
Cc1cccc(N(CC(=O)Nc2ccc(CC#N)cc2)S(C)(=O)=O)c1	-2.5	153	2.5%	2.5	153	11.6	90.1	78.6	20.6%
Cc1nccn1CCCN1C(=O)OC2(CCCCC2)C1(C)O (stereo not given)	-31.1	137	nt	31.1	137	-4.5	94.7	99.2	nt
c1ccc(-c2nnc(CSc3nncs3)o2)cc1	-14.8	142	0.9%	14.8	142	5.4	88.5	83.1	10.9%
CCCCN(C)C1=Nc2cccc3cccc1c23	-2.0	135	19.4%	2.0	135	16.5	87.9	71.3	20.7%
Cc1nc2ncnn2c(Nc2ccc3c(c2)OCCO3)c1C	-9.4	157	nt	9.4	157	-13.3	51.5	64.8	nt
CCOc1nc(SC(C(C)=O)C(=O)Nc2ccccc2)nc(N(C)C)n1 (stereo not given)	-16.6	119	nt	16.6	119	-7.0	80.7	87.7	nt
Cc1nnc(Sc2cc(C(=O)NCc3ccco3)c3ccccc3n2)s1	-17.5	170	-10.6%	17.5	170	-0.1	79.0	79.1	-11.0%

Taken from the entries so far, twelve compounds:
SMILES	IL1B NFkB inh	IL1B NFkB inh cell count 2 µM	Bcl-B displacement	NFkB transloc pot	NFkB transloc pot cell count 2 µM	MRP resist rev	MRP resist rev cytotoxicity	MRP resist rev with doxorubicin	PLAP inhibition
CCOC(=O)N1CCC(NC(=O)c2ccc3c(c2)N(Cc2ccc(F)cc2)CCS3)CC1	-23.9	61	-1.9%	23.9	61	-2.1	23.6	25.8	-21.6%
CC(=O)c1ccc(OC(=O)N(c2ccccc2)c2ccccc2)cc1	-0.6	169	8.0%	0.6	169	3.1	109.0	105.8	-11.2%
CCn1c(SCC(=O)N2CCCc3ccccc32)nc2cccnc21	-7.5	133	-5.6%	7.5	133	nt	nt	nt	6.5%
Cc1sc2ncnc(NCC3(N4CCOCC4)CCCCC3)c2c1C	5.1	155	-15.2%	-5.1	155	-2.5	58.5	60.9	-53.5%
Cn1c(CN2CCCCC2)nc2cc(NC(=O)c3cccc(Br)c3)ccc21	2.5	162	-9.5%	-2.5	162	-11.4	59.0	70.4	-43.0%
Cc1cccc(N(CC(=O)Nc2ccc(CC#N)cc2)S(C)(=O)=O)c1	-2.5	153	2.5%	2.5	153	11.6	90.1	78.6	20.6%
Cc1nccn1CCCN1C(=O)OC2(CCCCC2)C1(C)O (stereo not given)	-31.1	137	nt	31.1	137	-4.5	94.7	99.2	nt
c1ccc(-c2nnc(CSc3nncs3)o2)cc1	-14.8	142	0.9%	14.8	142	5.4	88.5	83.1	10.9%
CCCCN(C)C1=Nc2cccc3cccc1c23	-2.0	135	19.4%	2.0	135	16.5	87.9	71.3	20.7%
Cc1nc2ncnn2c(Nc2ccc3c(c2)OCCO3)c1C	-9.4	157	nt	9.4	157	-13.3	51.5	64.8	nt
CCOc1nc(SC(C(C)=O)C(=O)Nc2ccccc2)nc(N(C)C)n1 (stereo not given)	-16.6	119	nt	16.6	119	-7.0	80.7	87.7	nt
Cc1nnc(Sc2cc(C(=O)NCc3ccco3)c3ccccc3n2)s1	-17.5	170	-10.6%	17.5	170	-0.1	79.0	79.1	-11.0%

Following part.
SMILES	IL1B NFkB inh	IL1B NFkB inh cell count 2 µM	Bcl-B displacement	NFkB transloc pot	NFkB transloc pot cell count 2 µM	MRP resist rev	MRP resist rev cytotoxicity	MRP resist rev with doxorubicin	PLAP inhibition
COc1ccc(C(CC(=O)O)NC(=O)OC(C)(C)C)cc1 (stereo not given)	-9.6	125	nt	9.6	125	0.1	89.2	89.1	nt
Cc1ccc(NC(=O)c2cc(C)nn2-c2ccccc2)cc1	7.9	178	26.7%	-7.9	178	-12.0	91.2	103.2	-26.2%
CCOc1cc(C2C3=C(CCCC3=O)Nc3nc(C(=O)OC)nn32)ccc1OC (stereo not given)	-2.5	152	1.4%	2.5	152	-7.7	89.4	97.2	-13.6%
Cc1onc(-c2ccccc2Cl)c1C(=O)Nc1ccccc1C(=O)NC(C)C	3.1	207	-14.6%	-3.1	207	13.9	99.8	85.9	-9.5%
COC(=O)c1ccc(N2C(=O)CC(N3CCN(c4ccccc4)CC3)C2=O)cc1 (stereo not given)	-11.5	108	nt	11.5	108	-8.6	97.5	106.0	nt
COc1ccc2cc3cc(C(=O)NCC4COc5ccccc5O4)oc3nc2c1 (stereo not given)	-22.6	223	-5.8%	22.6	223	nt	nt	nt	-19.5%
O=C(O)C1CCCN1C(=O)c1cccs1 (stereo not given)	9.0	175	nt	-9.0	175	nt	nt	nt	nt
COc1ccc(-c2cc(C#N)nc(N3CCNCC3)n2)cc1	-15.0	190	16.6%	15.0	190	0.0	1.4	1.4	-59.4%
O=C(N/N=C/c1ccccc1Cl)c1cccc(F)c1	1.8	122	-7.5%	-1.8	122	nt	nt	nt	0.9%
COc1ccc2[nH]c(C(=O)O)c(NS(=O)(=O)c3ccc(OC)c(OC)c3)c2c1	-4.7	67	-4.5%	4.7	67	-23.6	93.1	116.8	-21.4%
COc1ccc(CCN/C=C2/CC(=O)NC2=O)cc1OC	10.9	153	-4.9%	-10.9	153	-10.9	90.6	101.4	-23.1%
O=C(CSc1nc(C2CC2)nc2ccccc12)N1c2ccccc2Sc2ccccc21	-6.5	154	-9.4%	6.5	154	nt	nt	nt	-33.7%
Cc1cc2ncn(C(=O)c3c(-c4c(Cl)cccc4Cl)noc3C)c2cc1C	-4.7	120	1.1%	4.7	120	-2.3	78.9	81.2	11.3%
COc1ccccc1C(=O)Nc1nc2ccc(S(C)(=O)=O)cc2s1	-3.5	136	nt	3.5	136	nt	nt	nt	nt
CCOC(=O)Cn1nc(C)n(-c2ccc(C)cc2)c1=O	-0.3	123	1.8%	0.3	123	nt	nt	nt	12.4%
O=C(O)c1c[nH]c2cc(C(F)(F)F)ccc2c1=O	-9.3	159	-0.7%	9.3	159	-3.6	80.7	84.3	14.1%
CN(C)c1ccc(NC(=O)c2sc(SCC(=O)Nc3nccs3)nc2N)cc1	-4.0	138	-1.6%	4.0	138	-3.5	78.4	81.9	12.3%
